High-throughput results deposited in PubChem by several laboratories.
Rab2 wt GTP: changes GTP binding to wildtype dog Rab2A, up or down | P61105 | GST-Rab2 wt beads, Bodipy-GTP binding, flow cytometry | GTP binding activity, % at 10 µM | hit rate 0.19% among 190,000 | AID 760;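 active = GTP binding activity at least 20 points away from 100%, either lowered or raised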;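 also: 0% = beads with excess unlabeled GTP and 100% = no-compound control corrected for plate trend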
Rab7 wt modul: dog Rab7 wildtype GTP binding, inhibitors and activators | hit rate 0.055% among 190,000 | GTP binding activity (percent of control), % at 10 µM | AID 758 | GST-Rab7 beads, fluorescent GTP binding, flow cytometry; actives lie on both sides; untreated = 100%, excess cold GTP = 0%;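 active = fluorescent GTP binding to Rab7 beads changed by at least 20 points from the 100% baseline, either direction, mostly lower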;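 also: median green fluorescence of bound Bodipy-FL-GTP per Rab7 bead population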
GSH bead fluor: GSH bead compound fluorescence profile; fluorescence (KMESF) at 10 µM; hit rate 0.25% among 190,000; GSH beads flow cytometry, compound fluorescence 488/530 nm; active compounds read high; in the data active = fluorescence above about 89;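 also: glutathione beads carrying GST-tagged Bcl family fusion proteins plus one bare bead set; values are compound well signal with DMSO vehicle wells as background; inactives centre near 16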
HRas wt GTP bind: human HRas wildtype GTP binding, change in either direction. P01112. GTP binding activity, % at 10 µM. hit rate 0.14% among 190,000. GST-Ras wt beads, Bodipy-FL-GTP binding, flow cytometry; actives lie on both sides;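 active = GTP binding activity at least 20% away from the 100% baseline, either lowered as inhibitor or raised as activator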;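 also: 0% = unlabeled GTP competition control and 100% = no-compound control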
Target sequence (P01112 whole entry, looked up): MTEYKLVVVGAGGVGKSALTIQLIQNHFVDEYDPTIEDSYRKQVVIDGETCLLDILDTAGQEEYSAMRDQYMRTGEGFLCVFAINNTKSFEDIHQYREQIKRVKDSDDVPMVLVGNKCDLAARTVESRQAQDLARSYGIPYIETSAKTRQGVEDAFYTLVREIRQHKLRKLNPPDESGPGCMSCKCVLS
Avidin fluor: avidin bead compound fluorescence profile; Avidin beads, compound fluorescence 488/530 nm, flow cytometry; active compounds read high; fluorescence (KMESF) at 10 µM; hit rate 0.38% among 220,000; in the data active = fluorescence above about 47; also: inactives centre near 10
Rac1 wt modul: alters GTP binding to wildtype human Rac1; GST-Rac1 beads, fluorescent GTP binding, flow cytometry; actives lie on both sides; 0 = cold GTP competed, 100 = untreated; AID 757; GTP binding activity (% of control), % at 10 µM; hit rate 0.27% among 190,000; P63000;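 active = GTP binding activity at least 20 points away from the 100% control level, either lower or higher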
Pf gametocyte: kills late stage P. falciparum gametocytes. P. falciparum stage V gametocytes, ATP luminescence, 24 h. inhibition, % at 10.9 µM. hit rate 0.065% among 150,000;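 active = inhibition above the mean plus 3 SD of compounds within the control limits, set per campaign, cut at about 38% in these data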;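 also: 0% = DMSO wells and 100% = medium only without gametocytes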
Rac1 act GTP bind: alters GTP binding to activated mutant human Rac1. AID 764. hit rate 0.11% among 190,000. GST-Rac1 activated beads, fluorescent GTP binding, flow cytometry; actives lie on both sides; 100% means binding = to untreated wells. percent activity (GTP binding), % at 10 µM. P63000;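 active = GTP binding at least 20 percentage points away from the 100% baseline, in either direction, so actives lie on both sides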
Cdc42 wt: modulators (inhibitors or activators) of GTP binding to human Cdc42 wildtype; P60953; percent activity (GTP binding), % at 10 µM; AID 761; hit rate 0.2% among 190,000; GST-Cdc42 beads, Bodipy-GTP binding, flow cytometry; actives lie on both sides;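 active = percent activity GTP binding at least 20 points away from the 100% baseline, either down as inhibitor or up as activator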;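 also: median bead fluorescence of bound Bodipy-FL-GTP at 100 nM; 0% = excess unlabeled GTP control and 100% = no compound control; below 100% means less GTP binding so inhibitor and above means activator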
Target sequence (P60953 whole entry, looked up): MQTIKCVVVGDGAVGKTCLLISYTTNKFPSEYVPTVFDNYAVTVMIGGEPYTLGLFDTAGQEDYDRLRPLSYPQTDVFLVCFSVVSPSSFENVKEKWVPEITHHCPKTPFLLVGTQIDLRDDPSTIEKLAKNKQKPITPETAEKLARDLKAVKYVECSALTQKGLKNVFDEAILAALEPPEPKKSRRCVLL
Mcl1-Bid inh: disrupts binding of human Mcl-1 to Bid peptide. TR-FRET Mcl-1/Bid-Dy647 peptide binding, 1536-well. AID 1021. hit rate 0.97% among 220,000. inhibition, % at 21.7 µM. Q07820;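 active = compounds that cut the binding signal by more than half at the single screening dose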;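 also: His-tagged Mcl-1 with europium anti-His antibody binding Bid BH3 peptide; 0% = Mcl-1 plus peptide wells and 100% = peptide-only wells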
Target sequence (Q07820 whole entry, looked up): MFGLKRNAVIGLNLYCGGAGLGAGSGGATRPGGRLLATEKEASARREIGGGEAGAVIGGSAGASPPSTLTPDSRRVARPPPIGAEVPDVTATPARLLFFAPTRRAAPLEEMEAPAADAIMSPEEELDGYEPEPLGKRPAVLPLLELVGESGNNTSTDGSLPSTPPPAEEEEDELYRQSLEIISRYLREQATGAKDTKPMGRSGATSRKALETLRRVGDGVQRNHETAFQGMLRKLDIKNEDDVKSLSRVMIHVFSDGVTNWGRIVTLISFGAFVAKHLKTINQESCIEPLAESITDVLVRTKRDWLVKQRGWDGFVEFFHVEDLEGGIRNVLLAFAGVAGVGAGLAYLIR
Mcl1 Noxa PPI: disrupts binding of human Mcl-1 to Noxa peptide; Q07820; TR-FRET Mcl-1/Noxa peptide binding, 2 h; inhibition, % at 21.7 µM; hit rate 1.5% among 220,000;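 active = compounds that cut the protein-peptide binding signal by more than 50% relative to plate controls in a single-dose test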;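 also: His-tagged Mcl-1 with rhodamine Noxa BH3 peptide and terbium anti-His antibody; 0% = Mcl-1 plus Noxa peptide wells and 100% = peptide-only wells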
* marks the source's active call; other numbers are inactive results; nt = no result given.

Each structure is followed by: Rab2 wt GTP	Rab7 wt modul	GSH bead fluor	HRas wt GTP bind	Avidin fluor	Rac1 wt modul	Pf gametocyte	Rac1 act GTP bind	Cdc42 wt	Mcl1-Bid inh	Mcl1 Noxa PPI
> Cc1csc(NC(=O)CSc2nnc(NC(=O)C3CC(=O)N(c4ccccc4)C3)s2)n1 (stereo not given)
 : 96	99	7	98	8	101	9	99	101	-17	20
> CC(=O)Nc1ccc(N2C(=O)CC(N3CCSCC3)C2=O)cc1 (stereo not given)
 : 97	98	10	93	10	92	4	91	91	-14	13
> COc1ccc(Nc2nc(N)nc(CN3CCN(c4ccccn4)CC3)n2)cc1
 : 93	96	16	96	19	93	nt	93	92	-11	-4
> CC(C)CC(=O)NC(=S)Nc1ccc(NC(=O)c2cccs2)cc1
 : 100	100	8	102	9	103	nt	97	100	-52	4
> Cc1ccsc1C1CC(=O)OC2=C1C(=O)CC(C)(C)C2 (stereo not given)
 : 95	98	13	96	14	98	nt	95	94	-32	17
> CC(C)NC(=O)CCNC(=O)c1ccc(F)cc1
 : 97	97	16	102	23	104	nt	99	104	-17	nt
> O=S(=O)(ON(c1ccccc1)S(=O)(=O)c1ccccc1)c1ccccc1
 : 97	98	10	98	7	98	0	95	96	-55	22
> CCOc1cc(C(=O)N/N=C/c2ccsc2)cc(OCC)c1OCC
 : 94	95	13	94	12	93	4	97	91	-7	26
> O=C(NCC1CCCO1)c1cccs1 (stereo not given)
 : 98	97	30	97	10	99	nt	95	98	-4	1
> Cc1ccc(OCC(=O)Nc2ccc(N3CCN(S(C)(=O)=O)CC3)cc2)cc1
 : 95	102	15	99	13	101	nt	95	99	-41	4
> COc1ccccc1NC(=O)C1CCCN(S(=O)(=O)c2cccc3nsnc23)C1 (stereo not given)
 : 101	105	9	101	13	102	nt	97	101	-25	11
> COc1ccc(CSCC(=O)NN=C2CCN(C)CC2)cc1
 : 97	94	10	98	12	100	-2	98	98	-23	7
> CCOc1ccc(CO/N=C/c2c(C)[nH]c(=O)[nH]c2=O)cc1
 : 105	108	13	102	9	102	18	98	101	-21	2
> NC(N)=NS(=O)(=O)c1ccc(NC(=S)NC(=O)c2ccc(Br)cc2)cc1
 : 99	106	26	98	10	100	-5	98	97	-40	21
> N#Cc1ccc(C(=O)Nc2cc(S(=O)(=O)Nc3ccc(Cl)cc3)ccc2N2CCCCC2)cc1
 : 101	103	8	103	10	107	nt	99	98	-17	7
> CCN(CC)C(=O)Oc1ccc(Br)c2ccccc12
 : 95	95	9	93	2	101	3	95	96	4	14
> Clc1ccc(-n2c(SC/C=C/c3ccccc3)nnc2-c2cccnc2)cc1
 : 100	100	27	101	3	104	0	99	103	-17	13
> Cc1ccc(-c2c(C)sc(NC(=O)C3C4CCC(O4)C3C(=O)O)c2C(=O)OC(C)C)cc1 (stereo not given)
 : 99	100	32	100	7	101	-29	97	100	-1	12
> Cc1cc(C(C)(C)C)oc1C(=O)N(CC(=O)NC1CCCC1)Cc1ccc(F)cc1
 : 96	98	17	98	15	97	nt	97	97	-10	-18
> c1ccc(-c2nc(CSc3nnnn3-c3ccccc3)cs2)cc1
 : 95	95	34	95	1	97	nt	98	96	-2	11
> O=C1CCN(S(=O)(=O)c2ccccc2)N1
 : 104	104	16	103	10	103	nt	102	107	-38	-5
> Cc1ccc(C2CCN(C(=S)NC(C)(C)C)C2)cc1 (stereo not given)
 : 98	106	9	97	9	97	6	96	95	-18	8
> CC(C)=CC(=O)OCC(=O)Nc1nc(C)c(Cl)cc1Cl
 : 104	108	273*	107	8	105	-9	99	107	-32	-7
> CC(N=C(NS(=O)(=O)c1ccc(Cl)cc1)c1ccccc1)C(=O)O (stereo not given)
 : 100	96	13	97	10	101	14	98	105	-8	18
> Cc1ccc(NC(=O)c2cc(S(=O)(=O)N3CCOCC3)c(Br)s2)cc1
 : 100	102	15	102	16	104	15	99	98	-3	-2
> COc1ccc(S(=O)(=O)N(CCc2ccccc2)CC(=O)O)cc1
 : 100	102	35	99	15	103	10	96	98	26	17
> COCCNC(=O)CCCCCNS(=O)(=O)c1ccc(C)cc1
 : 103	104	20	102	22	101	0	100	100	3	8
> COc1ccc(C(=O)Nc2ccc3c(c2)OCO3)cc1OC
 : 104	105	36	104	29	108	-9	100	102	-5	-12
> Cc1nn(Cc2ccc([N+](=O)[O-])cc2)c(=O)n1-c1ccccc1
 : 105	100	13	105	36	105	5	102	108	-9	10
> O=C(CSc1nc2ccccc2o1)Nc1cc(C(F)(F)F)ccc1N1CCOCC1
 : 101	102	40	100	8	101	nt	98	100	-21	3

Of the compounds above, six contain a thiophene ring, fused or not.
Each structure is followed by: Rab2 wt GTP	Rab7 wt modul	GSH bead fluor	HRas wt GTP bind	Avidin fluor	Rac1 wt modul	Pf gametocyte	Rac1 act GTP bind	Cdc42 wt	Mcl1-Bid inh	Mcl1 Noxa PPI
> CC(C)CC(=O)NC(=S)Nc1ccc(NC(=O)c2cccs2)cc1
 : 100	100	8	102	9	103	nt	97	100	-52	4
> Cc1ccsc1C1CC(=O)OC2=C1C(=O)CC(C)(C)C2 (stereo not given)
 : 95	98	13	96	14	98	nt	95	94	-32	17
> CCOc1cc(C(=O)N/N=C/c2ccsc2)cc(OCC)c1OCC
 : 94	95	13	94	12	93	4	97	91	-7	26
> O=C(NCC1CCCO1)c1cccs1 (stereo not given)
 : 98	97	30	97	10	99	nt	95	98	-4	1
> Cc1ccc(-c2c(C)sc(NC(=O)C3C4CCC(O4)C3C(=O)O)c2C(=O)OC(C)C)cc1 (stereo not given)
 : 99	100	32	100	7	101	-29	97	100	-1	12
> Cc1ccc(NC(=O)c2cc(S(=O)(=O)N3CCOCC3)c(Br)s2)cc1
 : 100	102	15	102	16	104	15	99	98	-3	-2

The list continues.
Short forms: A = Rab2 wt GTP; B = Rab7 wt modul; C = GSH bead fluor; D = HRas wt GTP bind; E = Avidin fluor; F = Rac1 wt modul; G = Pf gametocyte; H = Rac1 act GTP bind; I = Cdc42 wt; J = Mcl1-Bid inh; K = Mcl1 Noxa PPI
O=C(NCc1ccco1)c1ccc(Cl)c(S(=O)(=O)N2CCc3ccccc32)c1
  A = 102; B = 100; C = 10; D = 99; E = 11; F = 104; G = -8; H = 100; I = 102; J = -11; K = 17

Cc1cc(C)nc(NC(=O)CSc2ncccn2)n1
  A = 96; B = 96; C = 12; D = 96; E = 23; F = 99; G = nt; H = 94; I = 95; J = -16; K = -3

CC1CCN(C(=O)CSc2nc3ccccc3[nH]2)CC1
  A = 102; B = 102; C = 38; D = 106; E = 6; F = 109; G = nt; H = 103; I = 106; J = 5; K = 5

CCOC(=O)c1ccc(NCc2ccc(N(C)C)cc2)cc1
  A = 94; B = 93; C = 38; D = 97; E = 13; F = 96; G = -13; H = 92; I = 97; J = -2; K = 18

COC(=O)c1ccccc1NC(=S)N1CCN(c2ccccn2)CC1
  A = 97; B = 100; C = 15; D = 96; E = 16; F = 92; G = 12; H = 97; I = 93; J = -32; K = 6

COc1ccc2[nH]cc(S(=O)(=O)c3ccc(C)cc3)c2c1
  A = 95; B = 98; C = 9; D = 95; E = 6; F = 90; G = 3; H = 91; I = 90; J = 10; K = 6

FC(F)(F)c1ccc(C2Nc3cccc4cccc(c34)N2)cc1
  A = 95; B = 93; C = 19; D = 95; E = 8; F = 96; G = -6; H = 96; I = 98; J = -53; K = 27

CC(=O)/C(=C/c1ccccc1)C(=O)Nc1ccccc1C
  A = 94; B = 93; C = 16; D = 92; E = 7; F = 93; G = -18; H = 93; I = 90; J = 2; K = 14

CC(=O)/C(C(=N)N1CCN(C(c2ccccc2)c2ccccc2)CC1)=C(\C)O
  A = 100; B = 101; C = 19; D = 99; E = 32; F = 99; G = nt; H = 98; I = 99; J = -19; K = -10

CCn1c(SCC(=O)N/N=C/C(C)=C/c2ccco2)nnc1-c1ccccc1
  A = 99; B = 101; C = 30; D = 99; E = 10; F = 102; G = 0; H = 97; I = 99; J = 10; K = 28

CCOc1ccc(N=CC2=C(O)CC(C)(C)CC2=O)cc1
  A = 103; B = 97; C = 23; D = 101; E = 29; F = 104; G = -15; H = 101; I = 103; J = -13; K = -14

CN(CC(CC(=O)Nc1nncs1)c1ccccc1)S(=O)(=O)c1ccccc1 (stereo not given)
  A = 99; B = 98; C = 16; D = 98; E = 7; F = 100; G = nt; H = 95; I = 95; J = -11; K = 3

COc1cc2c(cc1OC)CN(C(=O)c1cc(S(=O)(=O)N3CCOCC3)ccc1Cl)CC2
  A = 102; B = 97; C = 26; D = 99; E = 11; F = 100; G = nt; H = 98; I = 100; J = -23; K = 10

OCCC1CN(Cc2cnc(N3CCCC3)s2)CCN1Cc1ccccc1 (stereo not given)
  A = 100; B = 99; C = 18; D = 99; E = 9; F = 97; G = -13; H = 94; I = 99; J = -87; K = 10

Cn1c(=O)[nH]c(=O)c2c1nc(CN1CCOCC1)n2Cc1ccc(F)cc1
  A = 102; B = 103; C = 22; D = 102; E = 19; F = 108; G = nt; H = 99; I = 101; J = -17; K = 9

CN(C)CCNC(=O)Nc1ccc([N+](=O)[O-])cc1
  A = 105; B = 108; C = 15; D = 100; E = 10; F = 100; G = 8; H = 98; I = 99; J = -25; K = 24

CC(=O)c1c(N2CCCCC2)nc(=S)n(Cc2ccccc2)c1C
  A = 101; B = 97; C = 6; D = 98; E = 17; F = 96; G = 17; H = 97; I = 98; J = -73; K = 17

CCc1nnc(NS(=O)(=O)c2ccc(N/C=C\C(=O)c3ccc(C)cc3)cc2)s1
  A = 100; B = 101; C = 22; D = 98; E = 12; F = 99; G = 4; H = 97; I = 99; J = -2; K = 15

Clc1ccc(-c2nc3n(n2)Cc2ccccc2-3)cc1
  A = 101; B = 102; C = 16; D = 103; E = 22; F = 103; G = nt; H = 98; I = 100; J = 12; K = -39

COc1ccc(S(=O)(=O)N(CC(N)=O)C2CCCCC2)cc1Cl
  A = 101; B = 98; C = 28; D = 98; E = 12; F = 107; G = -15; H = 99; I = 100; J = -17; K = 15

Cc1ccc(-c2nnc(N(C)C(=O)c3ccncc3)s2)cn1
  A = 100; B = 102; C = 40; D = 101; E = 7; F = 107; G = nt; H = 100; I = 102; J = -9; K = 13

O=C(CN1C(=O)S/C(=C/c2cccs2)C1=O)N1CCOCC1
  A = 99; B = 91; C = 22; D = 97; E = 14; F = 96; G = nt; H = 96; I = 98; J = -19; K = -6

COc1ccc(S(=O)(=O)N2CCCC2)cc1C(=O)N1CCOCC1
  A = 99; B = 104; C = 14; D = 100; E = 7; F = 102; G = -40; H = 98; I = 102; J = 5; K = 5

CN(C(=O)COc1cc(=O)n(C)c2ccccc12)c1ccc(Cl)cc1
  A = 101; B = 105; C = 23; D = 101; E = 7; F = 104; G = nt; H = 98; I = 100; J = 1; K = -2
